Screens as filed in PubChem BioAssay.
POLK inh – qHTS for Inhibitors of Polymerase Kappa | DNA polymerase kappa (Homo sapiens), Q9UBT6 | purified Pol kappa, fluorescent DNA synthesis assay, 10 min | Potency, µM (series often up to 107 µM), inactives show at the top dose activity, negative = inhibition, usual class: inhibitors | actives 0.53% (n = 400,000); note: potency is the fitted concentration of half-maximal effect; % is set by controls: 0 for no effect and ±100 for the full control effect
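Kinetic fluorescence readout at 0 and 10 min followed reaction start with substrate at 50 nM final. Beforehand, enzyme (10 nM Pol kappa) stood 15 min with compound at room temperature; buffer-only wells were negative controls.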
RXFP1 antag – qHTS Assay for Antagonists of the Relaxin Receptor RXFP1; HEK293-RXFP1, relaxin-stimulated cAMP HTRF, 30 min; active compounds read low; actives 0.59% (n = 350,000); activity change, negative = inhibition, % at 57.5 µM; AID 1259400, 2018; Relaxin receptor 1 (Homo sapiens), Q9HBX9;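 active = activity change of -60% or lower, but not beyond a set lower limit; inconclusive = change between -60% and -40%, or beyond the set limit; inactive = change above -40%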; note: % is set by controls: 0 for no effect and ±100 for the full control effect
Anesthetic bind – qHTS Assay for Identification of Novel General Anesthetics; Ferritin light chain (Equus caballus), P02791; apoferritin/1-aminoanthracene competitive binding, fluorescence; Potency, µM (doses to about 77.5 µM), without a hit: at the highest dose activity change, negative = displacement, hits mostly inhibitors; actives 0.074% (n = 350,000); AID 485281, 2010; note: potency is the fitted concentration of half-maximal effect; % is set by controls: 0 for no effect and ±100 for the full control effect; nearly all actives have a fitted effect of over 20% in size
Target sequence (P02791 2-175 limits assumed): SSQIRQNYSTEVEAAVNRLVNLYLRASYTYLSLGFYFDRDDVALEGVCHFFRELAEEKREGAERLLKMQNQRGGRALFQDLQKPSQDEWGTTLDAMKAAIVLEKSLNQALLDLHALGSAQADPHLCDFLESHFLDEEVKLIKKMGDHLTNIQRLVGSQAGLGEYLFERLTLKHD
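10 uM apoferritin + 50% sat. 1-AMA, PBS; cpd 10 min RT; Ex380/Em535 endpoint; normalized to free probe vs complex; 4-param Hill fit; propofol titration as pos. ctrl.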
Tb PGK inh – qHTS Assay to Find Inhibitors of Phosphoglycerate Kinase; PGK/GAPDH coupled, Kinase-Glo luminescence, 60 min; Potency, µM (top dose mostly 57.5 µM), inactives show at the top dose activity change, negative = inhibition, hits mostly inhibitors; actives 0.043% (n = 380,000); AID 602233, 2012; note: potency is the fitted concentration of half-maximal effect; % is set by controls: 0 for no effect and ±100 for the full control effect; nearly all actives have a fitted effect of over 60% in size
Target sequence (P07378 whole entry, looked up): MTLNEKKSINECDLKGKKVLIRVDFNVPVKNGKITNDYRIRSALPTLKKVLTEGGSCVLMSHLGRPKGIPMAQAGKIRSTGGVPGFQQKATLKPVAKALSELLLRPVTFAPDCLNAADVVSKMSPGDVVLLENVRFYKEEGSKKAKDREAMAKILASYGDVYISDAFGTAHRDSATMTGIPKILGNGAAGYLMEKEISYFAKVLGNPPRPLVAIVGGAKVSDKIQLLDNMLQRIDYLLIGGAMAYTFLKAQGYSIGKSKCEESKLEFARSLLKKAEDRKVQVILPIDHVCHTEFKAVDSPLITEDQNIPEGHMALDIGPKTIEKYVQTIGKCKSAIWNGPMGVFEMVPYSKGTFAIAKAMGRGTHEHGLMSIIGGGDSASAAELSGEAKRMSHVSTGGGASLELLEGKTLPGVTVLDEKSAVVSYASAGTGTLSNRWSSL
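Luminescent ATP detection (Kinase-Glo Plus) follows a 60-minute room-temperature incubation, with wells lacking PGK as controls. Buffer: 100 mM TEA (pH 7.6), 5 mM MgCl2, 0.01% Tween-20. Coupling enzyme GAPDH (100 nM final) supplies unstable 1,3-BPG in-well.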
POLB inh – qHTS Assay for Inhibitors of DNA Polymerase Beta. P06746. Pol beta primer extension/strand displacement, fluorescence kinetic. Potency, µM (doses to about 114 µM), without a hit: top-dose activity change, negative = inhibition, usual class: inhibitors. actives 1.3% (n = 340,000); note: potency is the fitted concentration of half-maximal effect; % is set by controls: 0 for no effect and ±100 for the full control effect
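Preincubation: enzyme (10 nM) with compound, 15 min, RT. Reaction: substrate added to 50 nM final. Reads: 0 and 10 min. Analysis: normalized, Hill fit.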
Pol iota inh – qHTS for Inhibitors of Polymerase Iota; DNA polymerase iota (Homo sapiens), Q9UNA4; Pol iota fluorescent replication assay, 10 min; Potency, µM (top dose mostly 115 µM), for the others: at the highest dose activity, negative = inhibition, usual class: inhibitors; actives 1% (n = 390,000); note: potency is the fitted concentration of half-maximal effect
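Pol iota at 10 nM preincubated 15 min with compounds at room temperature; reaction started with fluorescent substrate, 50 nM final. Fluorescence read kinetically at 0 and 10 min; buffer-only wells as negative control.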
APE1 inh – qHTS Assay for Inhibitors of the Human Apurinic/apyrimidinic Endonuclease 1 (APE1) | DNA repair nuclease/redox regulator APEX1 (Homo sapiens), P27695 | recombinant APE1, TAMRA/BHQ-2 abasic DNA cleavage fluorescence | Potency, µM (highest dose often 65.8 µM), for the others: top-dose activity change, negative = inhibition, hits mostly inhibitors | actives 0.35% (n = 350,000);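 note: potency is the fitted concentration of half-maximal effect; plate controls were vehicle for no effect and reference inhibitor for full effect; nearly all actives have a fitted effect of over 55% in size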
Target sequence (P27695 whole entry, looked up): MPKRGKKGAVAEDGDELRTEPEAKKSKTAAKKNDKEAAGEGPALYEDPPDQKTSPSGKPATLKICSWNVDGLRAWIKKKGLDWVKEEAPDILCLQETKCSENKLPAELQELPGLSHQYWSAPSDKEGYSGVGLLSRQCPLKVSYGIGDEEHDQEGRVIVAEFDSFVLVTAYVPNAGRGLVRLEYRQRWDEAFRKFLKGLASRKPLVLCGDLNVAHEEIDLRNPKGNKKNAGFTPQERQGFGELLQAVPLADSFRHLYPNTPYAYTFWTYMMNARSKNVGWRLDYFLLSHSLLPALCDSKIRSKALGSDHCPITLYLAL
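Substrate: short duplex with […] THF abasic site, 5'-TAMRA and 3'-BHQ-2, 50 nM final. APE1 at 0.75 nM, preincubated 15 min RT with compound. Fluorescence increase from first to third read measured activity.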
Pol eta inh – qHTS for Inhibitors of Polymerase Eta | DNA polymerase eta (Homo sapiens), Q9Y253 | recombinant Pol eta, fluorescent DNA replication assay | Potency, µM (titrated, usually from 114 µM), for inactives: at the top dose activity change, negative = inhibition, most hits filed as inhibitors | actives 1.2% (n = 390,000) | AID 588591, 2011; note: potency is the fitted concentration of half-maximal effect; % is set by controls: 0 for no effect and ±100 for the full control effect
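Pol eta (10 nM) was preincubated with compounds for 15 min at room temperature, after which fluorescent replication substrate (50 nM final) was added to start the reaction. Fluorescence was read kinetically at 0 and 10 min.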
BLM inh – qHTS Assay for Inhibitors of Bloom's syndrome helicase (BLM). actives 0.2% (n = 350,000). RecQ-like DNA helicase BLM (Homo sapiens), P54132. AID 2528, 2010. recombinant BLM DNA unwinding, fluorescence dequenching. Potency, µM (titrated, usually from 56.1 µM), inactives show at the highest dose activity change, negative = inhibition, most hits filed as inhibitors;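 note: potency is the fitted concentration of half-maximal effect; plate controls were vehicle for no effect and no enzyme for full effect; nearly all actives have a fitted effect of over 35% in size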
An asterisk follows results filed as active; i = inactive; ? = inconclusive; · = not tested or not shown; & = joins results of further samples; [ ] = another dose, or the depositor's remark. Unless noted, calls come from the whole dose curve; as a rule, active = well fitted curve in the direction sought with a large enough effect; inconclusive = small, poorly fitted or top-dose-only effect, or another doubt; inactive = no such curve, though single readings can be large; an effect the other way counts as inactive or inconclusive.

SMILES | POLK inh | RXFP1 antag | Anesthetic bind | Tb PGK inh | POLB inh | Pol iota inh | APE1 inh | Pol eta inh | BLM inh
COc1ccc(N=Cc2c(O)n(CC3CCCO3)c(=O)[nH]c2=O)cc1 (centres undefined) | ? | 12 | -3% | -8% | 21% | ? | 11% | -3% | 6%
CCOC(=O)c1cc2c(cn1)[C@H](CCO)NC2 | 2% | · | · | -9% | · | ? | · | -8% | ·
CN1C(=O)C(=Cc2cn(CC(=O)N3CCCC3)c3ccccc23)C(=O)N(C)C1=O | 2% | 1 | -17% | -5% | 2% | -18% | 10% | 0% | -1%
CN1C(=O)C(=Cc2ccccc2OCc2ccccc2Cl)C(=O)N(C)C1=O | -6% | ? | ? | i | -4% | 37%[activator] | -5% | 0% | 4%
CC(=NCCc1ccccc1)c1c(O)n(C)c(=O)n(C)c1=O | -6% | 18 | -4% | -7% | 22% | 24% | 19% | -17% | -2%
Cc1ccc2nc3c(cc2c1)CC1(C(=O)N(C)C(=O)N(C)C1=O)C1COCCN31 (centres undefined) | -12% | -6 | -4% | 2% | 27% | 51%[activator] | 3% | -3% | -7%
CCCC(C)C1(CC)C(=O)NC(=Nc2ccc(F)cc2)NC1=O (centres undefined) | -15% | -5 | -6% | -4% | -1% | 7% | -1% | -15% | 0%
CC1CCC(C(C)C)C(OP(N)(=O)c2ccccc2)C1 (centres undefined) | -13% | -7 | ? | -4% | 3% | 20% | 5% | -3% | -7%
c1ccc(CNCCc2c[nH]c3ccccc23)cc1 | -3% | -2 | -16% | 6% | 0% | 22% | 31% | -20% | 0%
COc1ccc(CN2CCN(C(=O)Cc3ccccc3)CC2)c(OC)c1 | -9% | -19 | -4% | -6% | 10% | 19% | -2% | -17% | -2%
CCC(=NC1CC1)c1c(O)n(-c2ccc(OC)cc2)c(=O)[nH]c1=O | -5% | -23 | 5% | 4% | 17% | 7% | 11% | -12% | -3%
CN1CCN(c2nc3ccccc3o2)CC1 | 0% | 0 | 7% | i | 19% | 27% | 16% | -18% | 1%
Cc1ccc(S(=O)(=O)c2nc(-c3ccccc3Cl)oc2N(C)C2CCN(C)CC2)cc1 | -3% | ? | · | i | · | 14% | 7% | -18% | ·
Cn1ccnc1P(=S)(c1nccn1C)N1CCOCC1 | -4% | 8 | -1% | -3% | 59% | 7% | 1% | -16% | -2%
CCCNC(=O)N1[C@H]2CC[C@@H]1C(C(=O)OC)=C(c1ccc(F)cc1OCc1ccccc1)C2 | -11% | · | · | -10% | · | 0% | -8% | -6% | ·
CCOP(=O)(OCC)C(NC(=O)Nc1ccc(Cl)c(Cl)c1)c1ccccc1 (centres undefined) | -4% | -17 | -2% | -2% | ? | -10% | -7% | -23% | -6%
COc1ccc(C2NCc3ccc4c(c3-n3cccc32)OCO4)cc1OC (centres undefined) | -3% | -15 | -17% | 0% | 28% | -19% | 1% | -19% | -1%
Cc1ccc(OCCSC2=NN2c2cc(C)nc(N)n2)cc1 | 12% | -8 | 3% | -9% | 30% | 12% | 27% | -14% | -2%
Cc1ccsc1C(=O)C1CCCN(Cc2cccn2-c2ccccn2)C1 (centres undefined) | -5% | -19 | -12% | -1% | 26% | 3% | -5% | -9% | -6%
CC(CO)(CO)N=Cc1c(O)n(-c2cccc3ccccc23)c(=O)[nH]c1=O | -4% | -3 | -6% | 2% | 84% | 6% | -2% | -6% | 0%
COc1ccccc1CCNCc1cc2c(cc1[N+](=O)[O-])OCO2 | -24% | 6 | -16% | -3% | 3% | ? | -1% | 3% | 2%
COC(=O)C1=C(c2ccc(F)cc2OCc2ccccc2)C[C@@H]2CC[C@H]1N2C(=O)NCc1cccc(F)c1 | -9% | · | · | 0% | · | -26% | -4% | -14% | ·
COc1ccc(CCNC(=O)c2ccc3c(c2)N(Cc2cccc(Cl)c2)C(=O)CS3)cc1OC | -4% | · | 41%[activator] | 9% | 12% | 8% | · | -16% | -7%
COC(=O)C1=C(c2ccc3ccccc3c2)C[C@@H]2CC[C@H]1N2C(=O)N1CCCCC1 | -7% | · | · | 1% | · | 17% | -4% | -17% | ·
CCc1ccc2c(CN3CC=C(c4ccccc4)CC3)cc(=O)oc2c1 | 1% | -5 | 0% | 2% | 1% | 5% | 3% | -6% | -13%

(cont.)
SMILES | POLK inh | RXFP1 antag | Anesthetic bind | Tb PGK inh | POLB inh | Pol iota inh | APE1 inh | Pol eta inh | BLM inh
O=S1(=O)N(CCN2CC=C(c3c[nH]c4cc(F)ccc34)CC2)c2cccc3c2N1CCC3 | -23%[60.1 µM] | · | · | -10% | -2%[57.1 µM] | 15% | -3%&-1% | -22% | ·
COC(=O)C1=C(c2ccc(OC)c(OC)c2)C[C@@H]2CC[C@H]1N2C(=O)NCc1cccc2ccccc12 | 13% | · | · | -10% | · | -26% | 5% | -17% | ·
CCCn1c(C(=O)c2ccccc2OC)nc2ccccc21 | 5% | -17 | -16% | -1% | 0% | 6% | 5% | -20% | 0%
CCC(=O)c1cn(Cc2ccc(C#N)cc2)c2ccccc12 | -23% | 23 | -18% | 7% | -3% | -4% | 0% | -19% | -1%
Oc1cc2c(cc1CN1CCN(c3ccccc3F)CC1)OCO2 | -20% | -7 | -12% | i | -7% | 18% | 38% | -6% | -7%
CC12CCC3C(CCCC4CC(=O)CCC43C)C1CCC2O (centres undefined) | -7% | 2 | · | -2% | · | 17% | · | -21% | ·
CCN1C[C@]2(C)CC[C@H](O)[C@@]34[C@@H]5C[C@@H]6[C@@H](OC)C[C@@](O)(C5[C@H]6O)[C@@H](C[C@@H]23)[C@@H]14 | · | · | · | · | 17%[57.1 µM] | 4%[58.9 µM] | 15% | -6%[57.1 µM] | ·
Cn1cc(C(=O)NCc2ccccc2)c2ccccc21 | -6% | -3 | -10% | 1% | 6% | -22% | -6% | -4% | -2%
O=c1[nH]c(=O)n(Cc2ccco2)c(O)c1C=NCCCn1ccnc1 | -8% | 1 | -9% | -5% | 3% | -1% | 4% | ? | 1%
COc1cc2c(C(=O)N3CCN(C)CC3)c(C)n(C)c2cc1Br | -10% | -6 | -1% | -3% | 22% | 12% | -4% | 2% | 4%
CC1CCCCN1Cc1cccnc1 (centres undefined) | 5% | -4 | 1% | i | 36%[activator] | -6% | 15% | -6% | 0%
O=c1[nH]c(=O)n(C2CCCCC2)c(O)c1C=NCCCn1ccnc1 | -6% | -14 | -7% | -6% | 3% | 0% | -3% | -9% | -3%
COc1ccc2c(C)c(CC(=O)N3C[C@H]4C[C@@H](C3)c3cccc(=O)n3C4)c(=O)oc2c1 | 12% | · | -8% | -7% | -10% | 24% | 1% | -16% | -1%
Nc1ccc(CC2=NCCN2)cc1 | 3% | -6 | · | -5% | · | 65%[activator] | · | -13% | ·
COC1CCCCC1NCCc1ccccc1 (centres undefined) | -11% | -21 | -6% | -3% | -17% | 50%[activator] | 7% | -12% | -2%
CCOc1cccc(CNC2CN3CCC2CC3)c1 (centres undefined) | -7% | 12 | 1% | 3% | 2% | 13% | -2% | -5% | 0%
Cc1o[nH]c(=O)c1C[C@H](N)C(=O)O | -10%[60.1 µM] | · | 11% | · | · | · | -3%&-9%&-4%&-1% | · | 94%&2%&-2%&-1%[activator]
Cc1cc(OC(C)C(=O)NCC2CCC(C(=O)O)CC2)c2c3c(c(=O)oc2c1)CCC3 (centres undefined) | 5% | 6 | 1% | -2% | 37% | -16% | 20% | -12% | 2%
O=P(Oc1ccccc1)(Oc1ccccc1)N1CCOCC1 | -5% | -12 | · | 7% | · | 42%[activator] | · | -16% | ·
COc1ccc(N2CC(C(=O)NCc3ccco3)CC2=O)cc1 (centres undefined) | -28% | -6 | -2% | i | -1% | 25% | ? | -5% | -3%

At a glance, some entries already given.
SMILES | POLK inh | RXFP1 antag | Anesthetic bind | Tb PGK inh | POLB inh | Pol iota inh | APE1 inh | Pol eta inh | BLM inh
Nc1ccc(CC2=NCCN2)cc1 | 3% | -6 | · | -5% | · | 65%[activator] | · | -13% | ·
COC1CCCCC1NCCc1ccccc1 (centres undefined) | -11% | -21 | -6% | -3% | -17% | 50%[activator] | 7% | -12% | -2%
CCOc1cccc(CNC2CN3CCC2CC3)c1 (centres undefined) | -7% | 12 | 1% | 3% | 2% | 13% | -2% | -5% | 0%
Cc1o[nH]c(=O)c1C[C@H](N)C(=O)O | -10%[60.1 µM] | · | 11% | · | · | · | -3%&-9%&-4%&-1% | · | 94%&2%&-2%&-1%[activator]
Cc1cc(OC(C)C(=O)NCC2CCC(C(=O)O)CC2)c2c3c(c(=O)oc2c1)CCC3 (centres undefined) | 5% | 6 | 1% | -2% | 37% | -16% | 20% | -12% | 2%
O=P(Oc1ccccc1)(Oc1ccccc1)N1CCOCC1 | -5% | -12 | · | 7% | · | 42%[activator] | · | -16% | ·
COc1ccc(N2CC(C(=O)NCc3ccco3)CC2=O)cc1 (centres undefined) | -28% | -6 | -2% | i | -1% | 25% | ? | -5% | -3%

The list is partial; count on the stated rates, not on these rows.
